Neddyl block: blocks human cullin neddylation. P61081+Q13564. TR-FRET cullin neddylation, biochemical. calls only at 25 µM. 360,000 tested, 0.58% active; in the data active = inhibition above about 36%
LMPTP inh: LMPTP (human) inhibition; P24666; recombinant LMPTP-A, OMFP fluorogenic substrate, fluorescence intensity; inhibition, % at 20 µM; 360,000 tested, 0.22% active; AID 651560;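 active = compounds that cut the enzyme signal by at least half of the control window in the single-dose screen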;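 also: plate controls were DMSO wells with enzyme plus substrate for no effect and substrate without enzyme for full effect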
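Assay system: LMPTP-A enzyme. Input: 0.625 nM LMPTP-A final. Probe or stimulus: 400 µM OMFP. Compound dosing: single 20 µM dose. Schedule: 50 min dark incubation at room temperature. Detection: fluorescence intensity of OMFP turnover product. Read-out: percent inhibition versus substrate-only and uninhibited controls. Benchmarks: no-enzyme low control, uninhibited high control.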
SUMO1 PPI mod: modulators of human SUMO1-mediated protein-protein interactions | SUMO1 binding to a labelled peptide, TR-FRET, 1 h | 360,000 tested, 0.33% active | inhibition, % at 20 µM; in the data active = inhibition above about 37%
DNMT1 block: DNMT1 (human) enzyme inhibition. inhibition (reported as % activation of signal), % at 10 µM. P26358. DNMT1 molecular beacon, Hinp1I cleavage, fluorescence. 360,000 tested, 0.83% active. AID 588458; in the data active = inhibition above about 50%
Target sequence (P26358 504-1616 limits assumed): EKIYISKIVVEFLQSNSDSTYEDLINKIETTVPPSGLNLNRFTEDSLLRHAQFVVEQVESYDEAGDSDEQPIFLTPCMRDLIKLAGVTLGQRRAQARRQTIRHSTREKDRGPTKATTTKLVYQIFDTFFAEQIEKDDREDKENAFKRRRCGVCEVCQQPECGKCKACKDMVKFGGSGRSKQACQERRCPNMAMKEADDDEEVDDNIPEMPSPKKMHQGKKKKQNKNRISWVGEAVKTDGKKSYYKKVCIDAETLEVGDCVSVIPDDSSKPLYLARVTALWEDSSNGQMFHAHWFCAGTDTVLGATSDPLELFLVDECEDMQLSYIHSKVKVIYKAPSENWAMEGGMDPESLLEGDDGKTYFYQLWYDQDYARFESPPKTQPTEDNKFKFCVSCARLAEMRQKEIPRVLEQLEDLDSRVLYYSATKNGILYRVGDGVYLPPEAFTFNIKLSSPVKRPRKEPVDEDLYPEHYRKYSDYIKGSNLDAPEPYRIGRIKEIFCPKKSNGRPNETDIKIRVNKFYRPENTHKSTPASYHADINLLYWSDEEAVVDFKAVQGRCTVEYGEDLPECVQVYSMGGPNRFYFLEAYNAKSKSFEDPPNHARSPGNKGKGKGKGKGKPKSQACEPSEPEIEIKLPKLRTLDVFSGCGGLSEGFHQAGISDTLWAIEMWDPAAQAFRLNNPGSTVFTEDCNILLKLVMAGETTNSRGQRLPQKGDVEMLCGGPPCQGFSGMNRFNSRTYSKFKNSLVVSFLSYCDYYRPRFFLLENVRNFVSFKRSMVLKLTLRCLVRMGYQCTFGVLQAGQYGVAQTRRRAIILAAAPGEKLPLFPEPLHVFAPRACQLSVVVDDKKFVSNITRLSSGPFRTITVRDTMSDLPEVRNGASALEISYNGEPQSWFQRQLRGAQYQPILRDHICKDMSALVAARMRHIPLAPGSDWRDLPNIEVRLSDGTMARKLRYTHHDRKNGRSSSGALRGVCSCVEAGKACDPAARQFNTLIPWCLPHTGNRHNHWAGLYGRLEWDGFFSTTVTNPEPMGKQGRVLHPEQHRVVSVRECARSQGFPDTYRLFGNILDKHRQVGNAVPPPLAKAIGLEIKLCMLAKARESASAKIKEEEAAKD
Rin1 Abl inh: inhibitors of human Rin1-Abl protein interaction; inhibition, % at 7.35 µM; TR-FRET Rin1/Abl binding, biochemical; 360,000 tested, 0.4% active; P00519+Q13671; in the data active = inhibition above about 5%, passing the limit was not always enough
CSN inh: blocks human CSN-mediated cullin deneddylation; inhibition, % at 12.5 µM; Q92905; Purified CSN, SCF-Nedd8-OG deneddylation, fluorescence polarization; 360,000 tested, 0.38% active;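 active = pattern-corrected inhibition above about 35%, with an unprinted fluorescence ratio check between 0.5 and 1.5, limit read from the data, passing the limit was not always enough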;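 also: 0% = enzyme with substrate and 100% = substrate without enzyme; some results filed as inactive read as strong as hits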
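Material: human Csn5 produced in HEK293T cells; Input: enzyme 0.24 nM; Reagent: SCFSkp2-Nedd8OG substrate at 10 nM final; Dosing: 12.5 µM compound; Incubation: 90 min reaction at room temperature; Detection: fluorescence polarization of the substrate; Evaluation: % inhibition of substrate cleavage by Csn5; Control set: substrate-only high control, full reaction low control.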
STEP inh: inhibitors of human striatal-enriched phosphatase STEP | AID 588621 | 360,000 tested, 0.25% active | recombinant STEP, OMFP fluorogenic substrate, fluorescence | P54829 | inhibition, % at 20 µM;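 active = inhibition at 20 µM, scaled per plate between control wells, above about 37%, limit read from the data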;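 also: 0% = DMSO with enzyme and substrate and 100% = substrate only without enzyme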
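material = STEP tyrosine phosphatase | reagent = fluorogenic phosphatase substrate OMFP at 25 µM final | doses = single compound dose of 20 µM, 1% DMSO final | schedule = 20 min reaction, room temperature, in the dark | measured by = fluorescence, 480/540 nm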
Rpn11 block: blocks the human proteasome subunit Rpn11; 360,000 tested, 0.59% active; calls only at 20 µM; human 26S proteasome, Ub4-pepOG fluorescence polarization; 20S core pre-blocked with epoxomicin; AID 588493;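 active = inhibition at 20 µM, scaled to each plate's controls, above about 33%, limit read from the data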
NadD inh: NadD (S. aureus) enzyme inhibition | purified NadD enzyme, colorimetric absorbance read-out | 360,000 tested, 0.78% active | AID 602399 | inhibition, % at 20 µM; in the data active = inhibition above about 26%; also: some compounds past the cut are filed as inactive
Scp1 inh: Scp-1 (human) phosphatase inhibition; Recombinant Scp1, phosphopeptide, malachite green phosphate absorbance; inhibition, % at 20 µM; 340,000 tested, 0.88% active; AID 493091;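 active = inhibition above about 50% at 20 µM, limit read from the data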;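 also: plate controls were DMSO wells with enzyme for no effect and wells lacking enzyme for full effect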
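Times: enzyme reaction 45 min at room temperature, colour 5 min, stabilisation 30 min. Material: SCP-1 catalytic fragment, aa 76-261. Medium: Acidic Tris acetate buffer with magnesium and detergent. Signal: colorimetric free-phosphate detection, absorbance 630 nm. Read-out basis: % inhibition of SCP-1 phosphate liberation. Reagent: Phosphorylated 17-residue peptide substrate.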
* hit, by the source's call; i = inactive; / = not tested or not shown. An unsorted share of the library; about 3.8% have a hit in one of these screens.

Molecule	Neddyl block	LMPTP inh	SUMO1 PPI mod	DNMT1 block	Rin1 Abl inh	CSN inh	STEP inh	Rpn11 block	NadD inh	Scp1 inh
Cc1ccc(N(CC(O)Cn2c3ccccc3c3ccccc32)S(C)(=O)=O)cc1 (centres undefined)	i	3.5	-1	-1	3	2	-4	i	-1	-10
COc1ccc(C(=O)Oc2ccc3ccc(=O)oc3c2)cc1	/	37	-5	4	1	5	74*	i	-1	9
Cc1ccccc1S(=O)(=O)NC(=O)C1(C)CCN1C(=O)c1cccc2ccccc12 (centres undefined)	i	-1.9	4	-2	-2	-4	2	i	-3	/
CN(C(=O)c1ccncc1)C1CCS(=O)(=O)C1 (centres undefined)	i	-0.5	-4	1	1	-3	-2	i	1	-4
COC(=O)c1ccc(NC(=O)CSc2nncn2-c2ccccn2)cc1	i	-0.7	-4	-2	-1	2	0	i	-4	-1
Cc1nc2ccccc2c(=O)n1NC(=O)/C=C/c1ccccc1Cl	i	-0.2	8	-1	-1	1	-1	i	-4	1
C1=C[C@H]2CC[C@@H]1N(c1ccccc1)O2	i	-1.5	-2	8	5	0	3	i	0	4
O=C(Nc1nncs1)C1COc2ccccc2O1 (centres undefined)	i	0.8	-3	0	2	4	-2	i	-7	0
OCc1cn(-c2ccc(Cl)cc2)nn1	i	0.1	1	4	6	3	-4	i	9	-3
O=C(O)C1CC(=O)N(Cc2ccccc2)C1 (centres undefined)	i	-2.3	2	-2	0	3	-1	i	0	-8
COc1cc2ccccc2cc1C(=O)N1CCCC1	i	-0.3	3	-1	5	-2	-1	i	0	-4
O=C(CS(=O)(=O)Cc1ccccc1)Nc1nnc(C(F)(F)F)s1	i	-0.9	-2	1	0	1	-1	i	3	12
COc1ccccc1CNC(=O)CCC(=O)N1CC(C)Sc2ccccc21 (centres undefined)	i	-0.6	-2	-3	1	-5	1	i	-1	3
Cc1c(C(=O)NC2CCCCC2)oc2ccccc12	i	1.2	3	2	-1	2	2	i	-2	-3
CCN(CC)CCN(C(=O)c1ccc(S(=O)(=O)N2CCCCC2)cc1)c1nc2cc3c(cc2s1)OCO3	i	-0.7	3	1	-1	3	4	i	4	8
CCN(CC(=O)Nc1ccc(NC(C)=O)cc1)C(=O)c1ccc(Sc2nncn2C)c([N+](=O)[O-])c1	i	-7.3	-32	0	9.7*	-7	0	i	2	/
S=C(Nc1ccc2c(c1)OCO2)N1CCCC1	i	-1.6	3	-5	2	-1	-3	i	0	-12
Cc1nc2sc(-c3ccccc3)cc2c(=O)n1N	i	1.1	-24	-2	-4	1	0	i	-2	6
Cc1ccc(C(=O)COC(=O)c2cnccn2)cc1[N+](=O)[O-]	i	-1.0	-7	-3	2	-2	4	i	-4	-4
FC(F)(F)c1cccc(Oc2cc(C(F)(F)F)nc(-c3ccccn3)n2)c1	i	1.4	54*	1	3	-3	2	i	7	-10
COc1ccc(CCCC(=O)NC2CCCCC2)cc1	i	-0.1	-1	-1	2	-2	-2	i	3	29
CCOc1cc(C(=S)N2CCOCC2)ccc1OC(=O)c1ccccc1	i	-0.9	1	0	-2	-2	1	i	-2	-6
Cc1c(CC(=O)N2CCN(C(=O)C3COc4ccccc4O3)CC2)c(=O)oc2cc(O)c(Cl)cc12 (centres undefined)	i	-6.8	-5	-1	-5	-2	0	i	13	-2
O=C(Cc1csc(-c2ccccc2)n1)Nc1ccc(C(F)(F)F)cc1	i	2.4	-2	5	-1	1	-1	i	-1	7
COc1cc(/C=C2/SC(=S)N(CC(=O)Nc3cccnc3)C2=O)cc(OC)c1OC	i	2.1	-2	-12	0	-5	-2	i	21	1

Not a retest: an excerpt of the list.
Molecule	Neddyl block	LMPTP inh	SUMO1 PPI mod	DNMT1 block	Rin1 Abl inh	CSN inh	STEP inh	Rpn11 block	NadD inh	Scp1 inh
Cc1c(CC(=O)N2CCN(C(=O)C3COc4ccccc4O3)CC2)c(=O)oc2cc(O)c(Cl)cc12 (centres undefined)	i	-6.8	-5	-1	-5	-2	0	i	13	-2
O=C(Cc1csc(-c2ccccc2)n1)Nc1ccc(C(F)(F)F)cc1	i	2.4	-2	5	-1	1	-1	i	-1	7
COc1cc(/C=C2/SC(=S)N(CC(=O)Nc3cccnc3)C2=O)cc(OC)c1OC	i	2.1	-2	-12	0	-5	-2	i	21	1

Next section.
Molecule	Neddyl block	LMPTP inh	SUMO1 PPI mod	DNMT1 block	Rin1 Abl inh	CSN inh	STEP inh	Rpn11 block	NadD inh	Scp1 inh
COc1ccc(NC(=S)N2CCCC(c3nc4ccc(C)cc4[nH]3)C2)cc1 (centres undefined)	i	0.0	1	-2	-2	3	0	i	-6	-1
CN(CC(=O)Nc1ccc(F)cc1)CC(=O)N(C)C1(C#N)CCCCC1	i	-7.3	-5	1	-1	2	-1	i	-2	-2
CC(C)(C)C(=O)C(Cl)C(=O)Nc1ccccc1 (centres undefined)	i	-0.5	-2	6	1	5	-2	i	-3	-2
CCOC(=O)Cc1csc(NC(=O)CSc2nc(=O)[nH]c3c2CCCC3)n1	i	0.1	9	-1	3	-5	2	i	-2	-1
CSCCC(NC(=O)c1ccc([N+](=O)[O-])cc1Cl)C(=O)OCC(=O)N(C)C (centres undefined)	i	0.6	-23	6	-2	-2	3	i	0	1
COC(=O)c1c(-c2ccc(S(C)(=O)=O)cc2)sc2cc(OC)ccc12	i	1.2	4	-6	3	0	3	i	-10	-17
CCOc1ccccc1NC(=O)C1CCN(c2ccc(S(=O)(=O)N3CCCC3)cc2)CC1	i	2.3	1	-2	-1	5	0	i	0	0
O=C(O)c1ccc2oc(SCC(=O)N3CCCCC3)nc2c1	i	-0.6	3	-6	2	-1	-1	i	5	2
Cc1ccc(C2CC(c3cccc(NS(C)(=O)=O)c3)=NN2S(C)(=O)=O)cc1 (centres undefined)	i	0.0	-3	-4	2	7	-2	i	-2	-6
COc1ccc(-n2c(COc3ccc4ccccc4c3)nnc2SCC(=O)NCc2ccco2)cc1	i	4.9	-1	-7	0	1	0	i	2	0
CCCC(=O)n1nc(-c2ccccc2)nc1N	i	-2.1	3	1	1	1	1	i	-3	-5
COC(=O)c1ccc(C(=O)OC)c(-n2c(=O)c3ccccc3c3ccccc3c2=O)c1	i	2.0	-13	-4	-4	-9	0	i	-3	-17
CC(C)(C)c1cc[n+](-c2[nH]c(=O)sc2/C=N/N=C(\[O-])c2ccccc2)cc1	i	1.3	-32	-1	0	-1	1	i	10	-6
Cc1ccc(NC(=O)c2ccc(CSc3ncnc4nc[nH]c34)cc2)c(C)c1	i	-1.0	5	3	1	1	-7	i	3	3
COc1ccc(-c2cc(C(=O)NCc3cccc(C(F)(F)F)c3)[nH]n2)c(C)c1	i	2.3	-1	5	-2	4	0	i	0	/
CCn1nnnc1SCC(=O)NNC(=O)C1CCCCC1	i	-0.3	0	2	-6	4	4	i	1	3
O=C(CN1CCOCC1)NC1C2CC3CC(C2)CC1C3 (centres undefined)	i	-0.8	1	3	0	2	0	i	-4	1
Fc1ccc(-c2nc3c(-c4ccccc4)cnn3cc2CCN2CCOCC2)cc1	i	0.2	-12	0	-4	5	-1	i	-3	0
COc1ccc(OC)c(C(O)c2ncc(-c3ccc(C(F)(F)F)cc3)[nH]2)c1 (centres undefined)	i	0.2	2	8	0	-1	-3	i	-4	/
N=c1c2c(-c3ccccc3)c(-c3ccccc3)n(Cc3ccco3)c2ncn1Cc1ccco1	i	4.8	-7	1	3	3	7	i	12	8
COCCn1c(SCC(=O)NCCc2ccccc2)nnc1-c1ccco1	i	1.9	2	8	-1	-2	-2	i	-2	2
CCc1nnc(NC(=O)c2ccc(-c3ccc([N+](=O)[O-])cc3Cl)o2)s1	i	1.4	-13	2	5	-3	2	i	4	-4
CCCCN1C(=O)c2cccc3cc(O)cc(c23)C1=O	i	1.5	-26	0	-3	-3	1	i	-8	-4
CN(CC(=O)Nc1cccc(F)c1)C(=O)CC1CCCCC1	i	-0.6	0	0	-1	-2	-1	i	-1	-2
C(=N\Nc1nc(N2CCCC2)nc(N2CCCC2)n1)/c1ccncc1	i	-0.5	1	2	1	-7	2	i	-2	-4

(cont.)
Molecule	Neddyl block	LMPTP inh	SUMO1 PPI mod	DNMT1 block	Rin1 Abl inh	CSN inh	STEP inh	Rpn11 block	NadD inh	Scp1 inh
CCOP(=O)(OCC)c1nc(-c2ccccc2)oc1NCc1ccccc1	/	0.0	6	4	-4	-2	-1	i	-1	-3
CCOC(=O)N1CCN(CC(O)COc2ccc3c(c2)CCC3)CC1 (centres undefined)	i	-0.1	4	-1	4	2	3	i	-3	-8
COc1ccccc1NC(=O)C(=O)N1N=C(C(C)C)CC1(O)C(F)(F)F (centres undefined)	i	-1.0	1	2	1	-4	-2	i	-6	-7
COc1ccc(C(=O)Nc2ccc(C(=O)O)cc2NC(=O)c2ccc(OC)cc2)cc1	i	0.0	6	-1	-1	5	1	i	-4	2
Nc1nnc(CC(=O)NCc2ccccc2)s1	i	-2.3	-3	2	1	-9	-1	i	10	11
O=C(Nc1cccs1)Nc1ccccc1Br	i	0.5	2	4	3	-2	-1	i	2	-3
O=C1c2oc3ccccc3c(=O)c2C(c2cccc(Br)c2)N1Cc1ccco1 (centres undefined)	i	1.4	0	-1	-1	-3	4	i	-4	-9
CCc1cccc(NC(=O)CCCSc2nc3ccccc3[nH]2)c1	i	0.5	0	-4	-2	-2	-2	i	-5	-8

From PubChem
